Screening data as filed in PubChem BioAssay.
12-LOX inh = blocks human arachidonate 12S-lipoxygenase | Potency, µM (series often up to 108 µM), without a hit: top-dose activity change, negative = inhibition, most hits filed as inhibitors | AID 1671190 | P18054 | 580,000 compounds, 1.1% hits | purified 12hLO, xylenol orange hydroperoxide absorbance; active means well fitted inhibition curve with a large enough effect; inconclusive means small, poorly fitted or top-dose-only effect, or another doubt; inactive means no such curve, though single readings can be large or run the other way
Target sequence (P18054 whole entry, looked up): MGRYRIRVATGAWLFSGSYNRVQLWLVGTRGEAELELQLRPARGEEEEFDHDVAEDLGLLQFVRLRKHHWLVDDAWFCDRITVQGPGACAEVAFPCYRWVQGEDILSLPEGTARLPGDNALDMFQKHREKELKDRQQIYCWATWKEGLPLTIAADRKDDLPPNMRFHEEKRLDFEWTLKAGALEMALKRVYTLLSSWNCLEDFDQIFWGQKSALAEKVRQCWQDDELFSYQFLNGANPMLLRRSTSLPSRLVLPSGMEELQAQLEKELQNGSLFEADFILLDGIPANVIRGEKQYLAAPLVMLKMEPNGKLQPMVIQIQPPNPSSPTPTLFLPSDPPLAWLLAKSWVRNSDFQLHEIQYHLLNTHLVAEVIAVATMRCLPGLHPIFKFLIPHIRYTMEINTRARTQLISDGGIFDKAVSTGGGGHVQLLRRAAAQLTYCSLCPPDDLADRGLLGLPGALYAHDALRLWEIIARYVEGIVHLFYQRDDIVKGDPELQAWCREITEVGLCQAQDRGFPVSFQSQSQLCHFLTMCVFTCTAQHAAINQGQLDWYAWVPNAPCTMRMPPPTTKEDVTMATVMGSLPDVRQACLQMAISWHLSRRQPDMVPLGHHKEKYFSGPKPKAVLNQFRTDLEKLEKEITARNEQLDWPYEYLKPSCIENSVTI
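Hydroperoxide product was detected by ferrous iron/xylenol orange as the 573 to 405 nm absorbance ratio. Arachidonic acid at 40 uM (final) was turned over for 30 min at room temperature by 150 nM human 12hLO, pH 7.0 Hepes buffer, after 15 min compound preincubation.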
* hit, by the source's call; [ ] = another dose, or the depositor's remark. On the % scale 0 is the no-effect control and ±100 the full control effect; potency means the concentration at half of the fitted maximal effect. An excerpt, so the mix of outcomes need not match the whole.

For Cc1cc(=O)oc2cc(OC(C)C(=O)NCc3ccncc3)ccc12 (stereo not drawn) the results were 12-LOX inh 0.5%.
CCCCn1cc(S(=O)(=O)c2ccccc2)c(=O)c2cc(CC)ccc21 was read as 12-LOX inh inconclusive.
Screening COC[C@]1(O)CCN(C(=O)CN2CCCC2)CC1(C)C returned 12-LOX inh inconclusive.
For O=C(O)CNS(=O)(=O)c1ccc(Br)cc1 the results were 12-LOX inh inconclusive.
For CCOc1ccc(CC(=O)N2CCCN(S(C)(=O)=O)c3ccccc32)cc1OCC the results were 12-LOX inh 28.4%.
For Cc1cccc(NC(=O)C2CCN(C(=O)c3ncn4c3COC(c3ccc(F)cc3)C4)CC2)c1C (stereo not drawn) the results were 12-LOX inh 12.9%.
CC(C)(C)c1cc(CN(CCO)Cc2cc(C(C)(C)C)c(O)c(C(C)(C)C)c2)cc(C(C)(C)C)c1O was read as 12-LOX inh -3.0%.
Screening O=C(c1cc(-c2ccc(F)cc2)nc2ccccc12)N1CCN(Cc2ccncc2)CC1 returned 12-LOX inh -2.4%.
COc1ccc(CCN2CC(C(=O)N3CCN(C)CC3)CCC2=O)cc1 (stereo not drawn) was read as 12-LOX inh -14.2%.
`CC(C)CCNC(=O)C1(CCO)CCN(c2ncccn2)C1` (stereo not drawn) gave 12-LOX inh 15.1%.
O=C(CCS(=O)(=O)c1ccc(F)cc1)Nc1ccc(OC(F)F)c(Cl)c1 was read as 12-LOX inh -8.8%.
`Cc1noc([C@@H]2CN(Cc3ccc4c(c3)CCO4)C[C@H]2CO)n1` gave 12-LOX inh 13.1%.
`O=C(Nc1ccc(Br)cc1)c1cc(-c2cccnc2)nc2ccccc12` gave 12-LOX inh -26.1%.
For CNC1CCC(N(Cc2cccc(-c3ccncc3)c2)C(=O)c2sc3c(F)ccc(F)c3c2Cl)CC1 (stereo not drawn) the results were 12-LOX inh inconclusive.
Screening O=C1Nc2ccccc2CNC12CCN(CC1CCNC1)CC2 (stereo not drawn) returned 12-LOX inh inconclusive.
CC(C)(CNC(=O)c1cnn(-c2ncc3c(n2)-c2ccccc2CC3)c1C1CC1)N1CCOCC1 was read as 12-LOX inh 7.5%.
`O=C(OCc1nc2ccccc2o1)c1cc(S(=O)(=O)N2CCCCC2)ccc1Cl` gave 12-LOX inh -6.6%.
CSc1ccc(NC(=O)c2ccc3c(c2)OCC(=O)N3)cc1 was read as 12-LOX inh 0.5%.
COc1ccc(-c2cc3c(cn2)CN(Cc2ccncc2)CCN3)cc1 was read as 12-LOX inh 76.9%[activator][176 µM].
`CCCc1cc(NCc2cccnc2)n2ncc(-c3ccccc3)c2n1` gave 12-LOX inh -2.8%.
Screening Clc1ccc(CN2CCC3(CC2)CC(c2cccnc2)=NO3)cc1 returned 12-LOX inh 5.7%[6.33 µM].
For Cn1cccc1C(=O)N1CC(CO)C2(CCNCC2)C1 (stereo not drawn) the results were 12-LOX inh 16.2%.
For N#Cc1cccc(NC(=O)CSc2ccccc2C(=O)Nc2ccc3c(c2)OCCCO3)c1 the results were 12-LOX inh inconclusive.
For O=C(OCc1ccccc1)N1CCC2(CC1)C(=O)NN=C2c1cccnc1 the results were 12-LOX inh 64.8%[activator].
`O=C(Cn1nc2c(cc1=O)CCCCC2)NCCc1ccc(O)cc1` gave 12-LOX inh 29.5%.
`C[S+](=O)([O-])N1CCn2c(nnc2C(N)c2ccccc2)C1` (stereo not drawn) gave 12-LOX inh 0.2%[6.33 µM].
`C/C(=N/Nc1ccc(S(N)(=O)=O)cc1[N+](=O)[O-])c1ccccc1F` gave 12-LOX inh -27.0%.
`O=C1O[C@@H]2CN(S(=O)(=O)N3CCCC3)C[C@@H]2N1CCc1cccc(Cl)c1` gave 12-LOX inh -5.0%.
COc1ccc(C(=O)Oc2cccc3c(OC)ccc(C=O)c23)cc1OC was read as 12-LOX inh -7.9%.
For Cc1ccc(Oc2ccc(C(=O)O)cc2)cc1C the results were 12-LOX inh -21.2%.
For COc1ccc(CCNC(=O)c2cnn(-c3ccccc3)c2-n2cccc2)c(OC)c1 the results were 12-LOX inh -11.3%.
For CCn1ncc(N2CCC(NC(=O)c3ccccc3OC)CC2)cc1=O the results were 12-LOX inh 30.5%[activator].
O=C(NC1CCOC2(CCOCC2)C1)c1cnc2c(O)cccn2c1=O (stereo not drawn) was read as 12-LOX inh 71.8%[activator].
Cc1ccccc1C(=O)N1CC(C(=O)N(C)C)C2(CCOCC2)C1 (stereo not drawn) was read as 12-LOX inh 47.8%.
Cc1ccc(C(=O)N2C[C@@H](CO)[C@H](c3ccccn3)C2)cc1C was read as 12-LOX inh 7.6%.
For Cc1ccc(NC(=O)[C@H]2CCC[C@H]2NC(=O)c2cnc(C)cn2)cc1 the results were 12-LOX inh 24.8%.
For O=C(NCC1CCCN(C(=O)N2CCCC2)C1)c1ccc(-c2ccccc2)cc1 (stereo not drawn) the results were 12-LOX inh -1.4%.
For CC(C)N1CC[C@@H]2[C@H]1C(=O)NC[C@H](CCC(=O)N1CCc3ccccc31)N2C the results were 12-LOX inh 49.2%[activator][176 µM].
Screening Cc1cn2nnc(C(=O)NCC(C)c3ccccc3)c2c(=O)[nH]1 (stereo not drawn) returned 12-LOX inh 17.6%.
`Cc1cnc2c(S(=O)(=O)N3CCCCC3C(N)=O)cccc2c1` (stereo not drawn) gave 12-LOX inh inconclusive.
For CCN1CCN(c2ccc(C(=O)OC)cc2NC(=O)COc2ccc(C(C)(C)C)cc2)CC1 the results were 12-LOX inh inconclusive.
`O=C(c1ccncc1)N1CCCCC1c1nc(CCOc2ccc(F)cc2)no1` (stereo not drawn) gave 12-LOX inh 44.4%[activator].
Screening COc1ccccc1NC(=O)Cn1c(N2CCc3ccccc3C2)nc(C)cc1=O returned 12-LOX inh 41.4%[activator].
Screening O=C(c1ccc(Cl)cc1)N1CCC2(C1)C(=O)N(Cc1ccccc1)c1ccccc12 (stereo not drawn) returned 12-LOX inh inconclusive.
For CCn1nc(-c2cccc(-c3ccnn3C)c2)nc1N(C)C the results were 12-LOX inh 22.6%.
Screening CCC(C)(C)C1CCc2c(sc(NC(=O)C(C)C)c2C#N)C1 (stereo not drawn) returned 12-LOX inh -1.1%.
`Fc1ccccc1CNC(=S)NCCc1ccccc1` gave 12-LOX inh inconclusive.
`COC(=O)[C@@H]1Cc2c([nH]c3ccccc23)[C@H]2C[C@@H](NCc3cccs3)C[C@@H](c3ccccc3F)N21` gave 12-LOX inh 18.2%.
`CCCNC(=O)NCCc1ncc(C)n1CC1CC1` gave 12-LOX inh 42.4%[activator].
CCCCn1nc(C(=O)Nc2cc(OC)ccc2OC)c2ccccc2c1=O was read as 12-LOX inh -23.6%.
`CCc1ccccc1S(=O)(=O)N1CCC(n2cnnc2C(C)C)CC1` gave 12-LOX inh 33.5%[activator].
`COc1cc(=O)n2c(c1C(=O)N(C)Cc1nonc1C)CCN(C(=O)c1cc(C)cc(C)c1)CC2` gave 12-LOX inh 1.8%.
`O=C(NCc1nnc2ccc(-c3ccc(Cl)cc3)nn12)c1cccc(Br)c1` gave 12-LOX inh 0.9%.
For Cc1ccccc1-n1cc(CN(C)C(=O)CN2CC3(CCCC3)CC2=O)cn1 the results were 12-LOX inh 23.7%.
For O=C(c1cc(C2CC2)nc2ccccc12)N1CCCC(C(F)(F)F)C1 (stereo not drawn) the results were 12-LOX inh inconclusive.
Screening COC(=O)CC(N)c1ccc(C)cc1C (stereo not drawn) returned 12-LOX inh inconclusive.
`CN(CCc1ccccn1)C(=O)C1CCCN(S(=O)(=O)c2ccccc2)CCC(=O)NCC1` (stereo not drawn) gave 12-LOX inh 24.1%.
Cc1ccc(CNC(=O)C(=O)c2c[nH]c3ccccc23)cc1 was read as 12-LOX inh -4.6%.
For COC(=O)[C@H](Cc1ccc(OC)cc1)NC(=O)[C@@H]1CN(C(=O)c2cccc(F)c2)CCN1C(=O)c1cccc(F)c1 the results were 12-LOX inh 8.5%.
COc1ccc(C(=O)Nc2ccc3oc(-c4ccccc4C)nc3c2)cc1OC was read as 12-LOX inh 55.0%[activator].

Sorted by count of non-hydrogen atoms (highest first): some entries from above
COc1ccc(C(=O)Nc2ccc3oc(-c4ccccc4C)nc3c2)cc1OC was read as 12-LOX inh 55.0%[activator].
CCCCn1nc(C(=O)Nc2cc(OC)ccc2OC)c2ccccc2c1=O was read as 12-LOX inh -23.6%.
`CCc1ccccc1S(=O)(=O)N1CCC(n2cnnc2C(C)C)CC1` gave 12-LOX inh 33.5%[activator].
Screening CCC(C)(C)C1CCc2c(sc(NC(=O)C(C)C)c2C#N)C1 (stereo not drawn) returned 12-LOX inh -1.1%.
Screening COC(=O)CC(N)c1ccc(C)cc1C (stereo not drawn) returned 12-LOX inh inconclusive.

Following part:
For CCOCCOC1CCN(S(=O)(=O)c2cn(C)cn2)CC1 the results were 12-LOX inh 50.8%[activator].
Screening O=C(Nc1ccc(Br)cc1F)c1cccs1 returned 12-LOX inh 5.8%.
Screening NS(=O)(=O)c1ccc(NC(=O)COc2ncnc3ccc(Br)cc23)cc1 returned 12-LOX inh -14.3%.
Screening CCCCC(=O)Nc1nc(-c2ccc(F)cc2NC(C)=O)cs1 returned 12-LOX inh -5.8%.
`CCc1nc(-c2c3n(c(=O)n(CC(=O)NCc4ccc(C)cc4)c2=O)CCCC3)no1` gave 12-LOX inh 1.0%.
For O=C(Cc1ccsc1)N1CCC2(CC1)N=C(c1cccc(Br)c1)NO2 the results were 12-LOX inh -6.1%.
O=C(Cn1nc2ccccc2n1)N1CCOc2ccc(CN3CCc4sccc4C3)cc2C1 was read as 12-LOX inh 38.8%[activator].
Screening COc1cc2c(cc1NS(C)(=O)=O)C(c1cccc3nsnc13)CC(=O)N2 (stereo not drawn) returned 12-LOX inh -8.6%.
For O=C(COc1ccc(-c2ccccc2)cc1Cl)OCC(=O)c1ccc[nH]1 the results were 12-LOX inh -13.3%.
Cc1ccc(C(=O)N2CCC3(CCCN(Cc4cccc(F)c4F)C3)C2)s1 (stereo not drawn) was read as 12-LOX inh inconclusive.
For COc1ccc(NC(=O)N[C@H]2[C@H](O)[C@@H](N3CCOCC3)[C@@H]3OC[C@H]2O3)cc1 the results were 12-LOX inh 11.8%[176 µM].
`CC1(C)NC(=O)N(CC(=O)N[C@@H]2[C@@H]3CCO[C@@H]3[C@@H]2C2CCCC2)C1=O` gave 12-LOX inh 3.8%.
Screening CC(/C=N/Nc1ccc(S(N)(=O)=O)cc1[N+](=O)[O-])c1ccccc1 (stereo not drawn) returned 12-LOX inh inconclusive.
CC(C#N)CN(C)C(=O)CCNC(=O)OCC(F)(F)F (stereo not drawn) was read as 12-LOX inh 5.8%.
`COc1ccc(-c2n[nH]c3c2CC(=O)N(CC2CC2)C3)cc1OC` gave 12-LOX inh 12.1%[176 µM].
O=C(O)c1ccc(C(=O)C2CCCCC2C(=O)O)cc1 (stereo not drawn) was read as 12-LOX inh inconclusive.
COc1ccc(C2=NOC3(CCN(Cc4ccccc4)C3)C2)cc1 (stereo not drawn) was read as 12-LOX inh 77.5%[activator][176 µM].
For N#Cc1ccc2c(c1)OCCO2 the results were 12-LOX inh 8.91µM*.
Screening Cn1c(=O)c2c(nc(NC3CCCCC3)n2Cc2ccccc2F)n(C)c1=O returned 12-LOX inh 7.9%.
For O=C(Nc1cccnc1)[C@@H]1C[C@@H](c2ccc(F)cc2)N(CCOc2ccccc2)C1 the results were 12-LOX inh 8.7%[176 µM].

Quoted at random: 5 compounds from above
`CC1(C)NC(=O)N(CC(=O)N[C@@H]2[C@@H]3CCO[C@@H]3[C@@H]2C2CCCC2)C1=O` gave 12-LOX inh 3.8%.
Cc1ccc(C(=O)N2CCC3(CCCN(Cc4cccc(F)c4F)C3)C2)s1 (stereo not drawn) was read as 12-LOX inh inconclusive.
O=C(O)c1ccc(C(=O)C2CCCCC2C(=O)O)cc1 (stereo not drawn) was read as 12-LOX inh inconclusive.
For N#Cc1ccc2c(c1)OCCO2 the results were 12-LOX inh 8.91µM*.
CC(C#N)CN(C)C(=O)CCNC(=O)OCC(F)(F)F (stereo not drawn) was read as 12-LOX inh 5.8%.

(continued)
Screening O=C(Cc1ccccc1)NCC1CN(Cc2cccc(Cl)c2)CC12CN(c1ccccc1)C2 (stereo not drawn) returned 12-LOX inh -3.5%.
Screening Cn1ccn2ncc(C(=O)NC3CC(c4nnc(CO)n4C4CC4)C3)c12 (stereo not drawn) returned 12-LOX inh -6.2%.
Screening O=C(c1ccc(-c2ccccc2CO)nc1)N1CCCN(c2ncccn2)CC1 returned 12-LOX inh 30.9%.
`Cc1ncsc1CCC(=O)N(C)Cc1csc(-c2ccccc2)n1` gave 12-LOX inh 20.9%.
`COCCNc1nc(-c2ccc(NC(=O)C(C)C)cc2)cs1` gave 12-LOX inh inconclusive.
O=C(c1ccco1)N1CCN(C(=O)C2CCCN(c3nnc(N4CCCC4=O)s3)C2)CC1 (stereo not drawn) was read as 12-LOX inh -19.8%.
Screening CCn1nc(-c2ccccc2CN2CCOCC2)nc1N(C)C returned 12-LOX inh inconclusive.
`COCCNC(=O)[C@@H]1C[C@H](Oc2cccnc2)CN1C(=O)c1cccs1` gave 12-LOX inh 32.5%[activator].
`Cc1ccc(NC(=O)CCc2ncc(-c3c(F)cccc3F)o2)nc1` gave 12-LOX inh 32.4%.
For COc1cccc(CCNC(=O)c2c(C)noc2-c2cc(OC)cc(OC)c2)c1 the results were 12-LOX inh -1.3%.
CCN(CC)C[C@H]1O[C@H](Cc2cc(-c3ccc(F)cc3)on2)CC[C@@H]1O was read as 12-LOX inh 9.0%[176 µM].
For O=C(NCc1ccc(F)cc1)C1CN(c2ccccc2)C(=O)N1 (stereo not drawn) the results were 12-LOX inh 17.7%[176 µM].
CC(NC(=O)COc1ccc(C#N)cc1)C12CC3CC(CC(C3)C1)C2 (stereo not drawn) was read as 12-LOX inh 48.2%[activator].
For Cc1cc(S(=O)(=O)Nc2ccc(Cl)c(C(F)(F)F)c2)sc1C(=O)O the results were 12-LOX inh inconclusive.
